SENP1 FRET inh: SENP1 (human) catalytic domain inhibition; recombinant SENP1 catalytic domain, CyPet-SUMO1-YPet FRET cleavage; inhibition, % at 10 µM; Q9P0U3; 360,000 compounds, 0.21% hits;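 active means inhibition at least 30% at 10 µM, raw YFP signal under a set limit, fluorescence ratio 0.5 to 1.5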;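 further: 0% = enzyme with DMSO and 100% = no enzyme wells; some results filed as inactive read as strong as hits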
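Test system: recombinant human SENP1 catalytic domain, His6-tagged / Medium: pH 8 Tris buffer with EDTA, NaCl, BME, BSA, NP40, catalase / Also added: SUMO1 FRET substrate flanked by Cypet and Ypet, 25 nM / Times: 50 min reaction at room temperature / Signal: FRET, CFP and YFP emission / Control set: no-enzyme low control and enzyme-plus-DMSO high control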
Apaf1 inhib: blocks human Apaf-1 apoptosome activity | O14727 | reconstituted apoptosome caspase-3 activity, DEVD-Rh110 fluorescence | 330,000 compounds, 0.71% hits | inhibition, % at 20 µM; active means inhibition of at least 40% at 20 µM;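 further: plate controls were DMSO wells for no effect and DEVD-CHO caspase inhibitor wells for full effect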
Target sequence (O14727 whole entry, looked up): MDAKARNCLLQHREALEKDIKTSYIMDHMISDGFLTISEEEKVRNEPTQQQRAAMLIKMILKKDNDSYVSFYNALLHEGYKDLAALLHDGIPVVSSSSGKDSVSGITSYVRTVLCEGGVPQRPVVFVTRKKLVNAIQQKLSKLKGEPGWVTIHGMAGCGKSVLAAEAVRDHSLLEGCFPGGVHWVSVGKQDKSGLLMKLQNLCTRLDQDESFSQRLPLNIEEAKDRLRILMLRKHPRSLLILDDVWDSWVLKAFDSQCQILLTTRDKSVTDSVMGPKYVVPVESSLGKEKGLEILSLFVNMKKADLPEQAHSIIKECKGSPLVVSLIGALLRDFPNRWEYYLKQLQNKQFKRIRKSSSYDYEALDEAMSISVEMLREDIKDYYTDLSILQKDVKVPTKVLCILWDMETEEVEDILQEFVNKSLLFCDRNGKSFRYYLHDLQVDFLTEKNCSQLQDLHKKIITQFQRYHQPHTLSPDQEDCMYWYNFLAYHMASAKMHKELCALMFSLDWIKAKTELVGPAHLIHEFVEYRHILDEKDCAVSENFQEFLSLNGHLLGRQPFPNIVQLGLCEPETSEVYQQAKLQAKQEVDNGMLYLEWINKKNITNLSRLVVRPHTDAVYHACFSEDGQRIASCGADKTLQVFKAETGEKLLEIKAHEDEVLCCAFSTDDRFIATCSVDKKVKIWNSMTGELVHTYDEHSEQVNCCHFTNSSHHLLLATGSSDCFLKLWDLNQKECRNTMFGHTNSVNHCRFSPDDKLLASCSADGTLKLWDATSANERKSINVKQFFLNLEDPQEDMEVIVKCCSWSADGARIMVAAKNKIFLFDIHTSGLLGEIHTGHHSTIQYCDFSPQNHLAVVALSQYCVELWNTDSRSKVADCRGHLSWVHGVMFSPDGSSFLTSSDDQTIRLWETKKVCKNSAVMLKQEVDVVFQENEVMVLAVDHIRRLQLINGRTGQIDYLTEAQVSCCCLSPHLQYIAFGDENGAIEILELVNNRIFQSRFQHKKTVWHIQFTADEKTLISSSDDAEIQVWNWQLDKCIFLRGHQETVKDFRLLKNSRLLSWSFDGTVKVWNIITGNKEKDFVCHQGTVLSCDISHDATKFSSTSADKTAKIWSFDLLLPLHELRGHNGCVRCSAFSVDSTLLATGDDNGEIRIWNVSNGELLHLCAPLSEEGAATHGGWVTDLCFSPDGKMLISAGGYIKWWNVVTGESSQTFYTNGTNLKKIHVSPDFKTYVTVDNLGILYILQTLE
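Material: biochemical Apaf-1 apoptosome reconstitution. Medium: Hepes buffer, pH 7.5. Also added: cytochrome c activation, bis-DEVD rhodamine 110 substrate. Timing: 30 min compound preincubation, 50 min activation, room temperature. Measured by: rhodamine 110 fluorescence at Ex 480/Em 540 nm.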
SENP8 block-1: blocks the human protease SENP8 | purified SENP8, Z-RLRGG-aminoluciferin cleavage, luminescence | inhibition, % at 10 µM | 330,000 compounds, 1.2% hits | AID 2540; in the data active means inhibition above about 50%
HKDC1 inhibitor: inhibitors of human hexokinase HKDC1 | 340,000 compounds, 0.16% hits | AID 493160 | inhibition, % at 20 µM | Q2TB90 | recombinant HKDC1, G6PDH/diaphorase resazurin coupled fluorescence;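 active means inhibition above about 35% when tested at 20 µM, limit read from the data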;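 further: plate controls were DMSO wells with enzyme for no effect and DMSO wells lacking enzyme for full effect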
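Test system: recombinant HKDC1 (HK5) hexokinase enzyme, produced in-house / Doses: 20 µM test compound, 1% DMSO / Timing: 90 min, room temperature / Detection: G6PDH/diaphorase-coupled fluorescence, 1 mM NADP, 100 µM resazurin, 525/613 nm / Control set: DMSO wells with and without enzyme mix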
SENP7 block: SENP7 protease inhibition; recombinant SENP7, Z-RLRGG-aminoluciferin luminescence, 40 min; inhibition, % at 5 µM; 330,000 compounds, 1.5% hits; Q9BQF6; AID 434973;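 active means inhibition above about 50% at the single test dose, limit read from the data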;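 further: plate controls were DMSO with enzyme for no effect and no enzyme buffer wells for full effect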
PfGluPho inh: PfG6PD (Plasmodium falciparum) enzyme inhibition; 350,000 compounds, 0.78% hits; inhibition, % at 20 µM; PfGluPho enzyme, NADPH resazurin-diaphorase fluorescence;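 active means inhibition reaching at least a set limit at 20 µM in the primary screen, cut at about 59% in these data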;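 further: 0% = DMSO wells with substrate and 100% = DMSO wells lacking glucose-6-phosphate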
SENP8 block-2: blocks human SENP8 cleavage of Nedd8 substrate | Q96LD8 | recombinant SENP8, Nedd8 substrate fluorescence | inhibition, % at 20 µM | 360,000 compounds, 0.64% hits | AID 602440; in the data active means inhibition mostly above about 40%, no sharp cut-off; inactive means mostly below about 27%
SENP6 inh: SENP6 protease inhibition; Q9GZR1; Recombinant SENP6 catalytic domain, aminoluciferin luminescence; inhibition, % at 10 µM; 330,000 compounds, 1.8% hits;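 active means inhibition above about 50% at the single tested dose, limit read from the data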;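 further: plate controls were DMSO wells with enzyme for no effect and DMSO wells lacking enzyme for full effect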
Numbers without * were called inactive; . = not tested or not shown.

SMILES	SENP1 FRET inh	Apaf1 inhib	SENP8 block-1	HKDC1 inhibitor	SENP7 block	PfGluPho inh	SENP8 block-2	SENP6 inh
Cc1ncc(CN2CCCC(C(=O)c3cccc(OC(C)C)c3)C2)s1 (stereo unspecified)	1.7	-10.6	-1.6	-3.8	3.1	32.2	5.5	-2.6
Cn1c(O)c(C=NCCN2CCNCC2)c(=O)n(C)c1=O	2.6	6.2	2.0	-2.1	14.0	0.9	3.7	22.2
Cc1cccnc1-n1c(CN2C(=O)c3ccccc3C2=O)nc2ccccc2c1=O	0.2	1.7	-20.1	-6.2	-9.0	-10.6	27.8	-2.1
CCC(CC)N1CCN(C(=O)Cc2ccccc2)CC1	-2.2	-5.7	3.5	12.8	1.7	-13.6	1.9	-8.8
C#C[C@@]1(O)CCC2C3CCC4=C/C(=N/OCC(=O)NC(C(=O)NC(CC(C)C)C(=O)O)C(C)C)CC[C@]4(C)C3CC[C@@]21C (stereo partly specified)	-0.4	7.6	8.5	-2.3	4.1	-8.6	14.3	5.4
CCCCCCn1c(O)c(/C=N/N2CCCCCC2)c(=O)[nH]c1=O	-0.2	7.6	-6.8	-5.4	15.7	2.1	19.7	-8.6
CC1CC(C)CC(C)C(O)C(C#N)=CC=CCC(C2CCCC2C(=O)O)OC(=O)CC(O)C(C)C1 (stereo unspecified)	-1.1	.	.	-5.2	.	1.1	21.7	.
CC12CCC(O)CC1CCC1C2CCC2(C)C(C3=CC(=O)OC3)CCC12O (stereo unspecified)	0.3	.	.	-2.3	.	3.6	6.6	.
O=C(O)CCn1cc(C=C2C(=O)NC(=S)NC2=O)c(-c2ccccc2)n1	1.8	-4.0	-4.7	0.0	3.4	27.1	7.5	-2.5
CCCCOP(=O)(CN1CCOCC1)OCCCC	0.6	-277.6	-6.6	-10.1	3.5	-6.0	14.2	-8.2
O=C(Cn1ncc2ccccc21)N1CCC2(CC1)OCCO2	0.0	-36.1	4.3	-6.6	5.7	16.6	2.5	5.5
CN1CCc2cc3c(cc2[C@H]1[C@@H]1OC(=O)c2c1ccc1c2OCO1)OCO3	-8.5	-8.0	-1.9	-4.7	-1.1	-1.8	-14.4	-2.3
O=C(Nc1cccnc1)c1c(O)c2c(n(Cc3ccccc3)c1=O)CCCC2	1.8	20.8	0.8	1.5	6.6	-33.4	14.0	-17.8
CN1C(=O)NC(=O)C2(Cc3ccccc3N3CCOCC32)C1=O (stereo unspecified)	0.2	6.3	-3.0	15.0	-3.6	-7.1	20.5	-11.6
COC(=O)C1=C(c2cccc(OCc3ccccc3)c2)C[C@@H]2CC[C@H]1N2C(=O)NCc1cccc(F)c1	-0.5	11.0	7.2	7.8	2.9	19.1	10.8	-15.5
CCOC(=O)C(O)(c1ccc(N(C)C(=O)COc2ccccc2)cc1)C(F)(F)F (stereo unspecified)	2.8	12.7	1.1	1.0	9.6	-18.1	9.8	0.5
O=C1NC(=O)C(CCc2ccccn2)(Cc2cccc(Cl)c2Cl)C(=O)N1c1ccc(Br)cc1 (stereo unspecified)	1.1	17.0	1.7	-3.2	-1.6	1.8	14.6	0.3
CCC(C(=O)N1C[C@H]2C[C@@H](C1)c1cccc(=O)n1C2)c1ccccc1 (stereo partly specified)	1.6	0.1	-13.3	0.6	3.0	-4.6	27.4	-4.0
CC1(C)OC(c2ccccc2)=C/C(=C/C=C2C(=O)NC(=O)NC2=O)O1	-27.3	31.5	-8.4	1.1	-4.7	-11.8	30.3	-31.2
O=C(NCCCn1ccnc1)C(Cl)(Cl)Cl	-0.2	-1.0	6.9	9.7	-4.2	-0.1	10.6	23.1
Cc1ccc2c(C)cccc2c1	-0.2	.	.	-3.1	.	-0.6	-21.3	.
Cc1ccccc1CN1CCN(C(=O)Cc2ccccc2)CC1	1.2	5.5	-5.5	-7.0	3.2	-21.3	-5.7	5.8
COP(=O)(CC(=O)O)c1ccccc1 (stereo unspecified)	1.0	-3.2	2.5	-6.5	-7.7	3.8	11.0	-9.1
Cc1nn(C2CCOC(C)(C)C2)c2c1C(c1ccc3c(c1)OCO3)SCC(=O)N2 (stereo unspecified)	0.8	11.4	6.3	-8.5	10.9	13.0	-14.7	-10.8

Reformatted with two lines to a compound: entries from further up.
Under each structure – SENP1 FRET inh, Apaf1 inhib, SENP8 block-1, HKDC1 inhibitor, SENP7 block, PfGluPho inh, SENP8 block-2, SENP6 inh
CCCCCCn1c(O)c(/C=N/N2CCCCCC2)c(=O)[nH]c1=O
 : -0.2, 7.6, -6.8, -5.4, 15.7, 2.1, 19.7, -8.6
CC1CC(C)CC(C)C(O)C(C#N)=CC=CCC(C2CCCC2C(=O)O)OC(=O)CC(O)C(C)C1 (stereo unspecified)
 : -1.1, ., ., -5.2, ., 1.1, 21.7, .
CC12CCC(O)CC1CCC1C2CCC2(C)C(C3=CC(=O)OC3)CCC12O (stereo unspecified)
 : 0.3, ., ., -2.3, ., 3.6, 6.6, .
O=C(O)CCn1cc(C=C2C(=O)NC(=S)NC2=O)c(-c2ccccc2)n1
 : 1.8, -4.0, -4.7, 0.0, 3.4, 27.1, 7.5, -2.5
CCCCOP(=O)(CN1CCOCC1)OCCCC
 : 0.6, -277.6, -6.6, -10.1, 3.5, -6.0, 14.2, -8.2
O=C(Cn1ncc2ccccc21)N1CCC2(CC1)OCCO2
 : 0.0, -36.1, 4.3, -6.6, 5.7, 16.6, 2.5, 5.5
CN1CCc2cc3c(cc2[C@H]1[C@@H]1OC(=O)c2c1ccc1c2OCO1)OCO3
 : -8.5, -8.0, -1.9, -4.7, -1.1, -1.8, -14.4, -2.3
O=C(Nc1cccnc1)c1c(O)c2c(n(Cc3ccccc3)c1=O)CCCC2
 : 1.8, 20.8, 0.8, 1.5, 6.6, -33.4, 14.0, -17.8
CN1C(=O)NC(=O)C2(Cc3ccccc3N3CCOCC32)C1=O (stereo unspecified)
 : 0.2, 6.3, -3.0, 15.0, -3.6, -7.1, 20.5, -11.6
COC(=O)C1=C(c2cccc(OCc3ccccc3)c2)C[C@@H]2CC[C@H]1N2C(=O)NCc1cccc(F)c1
 : -0.5, 11.0, 7.2, 7.8, 2.9, 19.1, 10.8, -15.5
CCOC(=O)C(O)(c1ccc(N(C)C(=O)COc2ccccc2)cc1)C(F)(F)F (stereo unspecified)
 : 2.8, 12.7, 1.1, 1.0, 9.6, -18.1, 9.8, 0.5
O=C1NC(=O)C(CCc2ccccn2)(Cc2cccc(Cl)c2Cl)C(=O)N1c1ccc(Br)cc1 (stereo unspecified)
 : 1.1, 17.0, 1.7, -3.2, -1.6, 1.8, 14.6, 0.3
CCC(C(=O)N1C[C@H]2C[C@@H](C1)c1cccc(=O)n1C2)c1ccccc1 (stereo partly specified)
 : 1.6, 0.1, -13.3, 0.6, 3.0, -4.6, 27.4, -4.0
CC1(C)OC(c2ccccc2)=C/C(=C/C=C2C(=O)NC(=O)NC2=O)O1
 : -27.3, 31.5, -8.4, 1.1, -4.7, -11.8, 30.3, -31.2
O=C(NCCCn1ccnc1)C(Cl)(Cl)Cl
 : -0.2, -1.0, 6.9, 9.7, -4.2, -0.1, 10.6, 23.1
Cc1ccc2c(C)cccc2c1
 : -0.2, ., ., -3.1, ., -0.6, -21.3, .

Next section.
SMILES	SENP1 FRET inh	Apaf1 inhib	SENP8 block-1	HKDC1 inhibitor	SENP7 block	PfGluPho inh	SENP8 block-2	SENP6 inh
O=C(c1ccc(Cl)cc1)C1CCCN(Cc2cccc3cccnc23)C1 (stereo unspecified)	-2.2	-9.0	0.5	-8.2	0.6	18.6	4.0	4.0
O=C(O)CC1OCC=C2CN3CCC45c6ccccc6NC4C1C2CC35 (stereo unspecified)	-0.3	-0.2	-6.2	-5.1	6.7	-14.3	10.4	-10.3
CN(C(=O)Oc1ccc(C(=O)c2ccc(Cl)cc2)cc1)c1ccccc1	-0.8	12.5	-1.2	5.3	1.5	-4.4	17.2	4.7
O=C1NC(=O)N(CCC2=CCCCC2)C(=O)/C1=C\c1cccs1	-0.8	11.4	3.9	9.9	1.2	34.4	11.9	5.2
Fc1ccc(CCNCc2cccc(Cl)c2)cc1	0.3	-2.7	6.4	4.0	-3.3	14.8	13.2	-25.5
COC(=NC1CCCC1)C(O)c1c[nH]c2ccccc12 (stereo unspecified)	-13.9	7.8	4.7	2.8	-1.1	16.6	-0.9	-0.1
Cc1cccc(CSc2nc3c(cc2C#N)CN(C)CC3)c1	-14.0	11.8	2.7	-7.3	10.2	-1.2	2.4	1.4
CC(=O)C1C2c3ccccc3O[C@@]1(C)N=c1s/c(=C/c3ccoc3)c(=O)n12 (stereo partly specified)	-29.9	1.0	-4.9	-7.8	-0.1	9.3	-3.2	-28.9
S=P(NCCNP(=S)(N1CC1)N1CC1)(N1CC1)N1CC1	1.4	.	.	-10.1	.	-13.8	6.4	.
CCCCn1c(O)c(C(=O)/C=C/c2c[nH]c3ccccc23)c(=O)[nH]c1=O	-31.4	7.2	0.0	2.3	-0.9	-7.4	-30.9	-11.3
COc1ccccc1-n1c(CNCC2CCCO2)nc2ccccc2c1=O (stereo unspecified)	1.5	-6.5	-6.9	2.2	-0.9	1.0	9.3	3.9
CC(C)(C#CC(=O)O)OOC(c1ccccc1)(c1ccccc1)c1ccccc1	0.2	22.0	-1.2	0.3	-2.6	-27.0	2.3	-7.1
O=C(NCCCN1CC1)Nc1cccc2ccccc12	-2.3	.	.	-2.0	.	16.2	-53.0	.
CN1CCCN(c2ccc([N+](=O)[O-])nc2)CC1	-5.2	5.1	-2.4	-7.7	8.8	-4.2	10.6	-9.2

Ordered by molecular weight (ascending): three of the compounds above.
SMILES	SENP1 FRET inh	Apaf1 inhib	SENP8 block-1	HKDC1 inhibitor	SENP7 block	PfGluPho inh	SENP8 block-2	SENP6 inh
O=C(NCCCN1CC1)Nc1cccc2ccccc12	-2.3	.	.	-2.0	.	16.2	-53.0	.
COC(=NC1CCCC1)C(O)c1c[nH]c2ccccc12 (stereo unspecified)	-13.9	7.8	4.7	2.8	-1.1	16.6	-0.9	-0.1
CC(C)(C#CC(=O)O)OOC(c1ccccc1)(c1ccccc1)c1ccccc1	0.2	22.0	-1.2	0.3	-2.6	-27.0	2.3	-7.1

Bioassay records: PubChem, Sanford-Burnham Center for Chemical Genomics

An excerpt; count on the stated rates, not on these rows.
